Source: PubChem
M. tuberculosis HTS: M. tuberculosis growth inhibition, HTS (AID 449762). M. tuberculosis H37Rv growth inhibition, 7H9 media; higher % means a stronger effect. one-dose inhibition, % at 25 µM; IC50 in µM for titrated hits. actives 0.59% (n = 330,000); in the data active = a potency from the dose series; inconclusive = inhibition above about 70% without an active follow-up result;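 also: bacterial growth assessed after seven days of incubation; strong numbers were not always called active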
VEEV TC-83 Vero: inhibitors of VEEV TC-83 cytopathic effect, confirmation, Vero cells (AID 588727); Vero cells, VEEV TC-83 cytopathic effect inhibition; higher % means a stronger effect; actives 0.13% (n = 350,000); one-dose inhibition, % at 20 µM; IC50 in µM for titrated hits; in the data active = a potency from the dose series; inconclusive = inhibition mostly from about 14% at the one dose, without a potency; inactive = the rest, 99 in 100 with inhibition below about 12%; also: strong numbers were not always called active
PhoP GFP inhibition: Inhibition of PhoP regulon, Salmonella typhi GFP reporter cells, confirmation, 4 h (AID 1850); Salmonella Typhi PhoP-promoter GFP reporter, fluorescence, 4 h; higher % means a stronger effect; one-dose inhibition, % at 50 µM; IC50 in µM for titrated hits; actives 0.33% (n = 310,000); in the data active = a potency from the dose series; inconclusive = inhibition mostly from about 25% at the one dose, without a potency; inactive = the rest, 99 in 100 with inhibition below about 19%;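 also: 0% = induced wells with vehicle and 100% = uninduced wells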
influenza NS1A: NS1A inhibition, H1N1 influenza, cell based functional assay (AID 504329). NS1A functional cell-based assay, percent inhibition; higher % means a stronger effect. inhibition, % at 12.5 µM; hits with a dose series show IC50 in µM. actives 0.3% (n = 340,000); in the data active = a potency from the dose series; inconclusive = inhibition above about 27% without an active follow-up result; also: strong numbers were not always called active
tuberculosis growth: growth inhibition of non-replicating M. tuberculosis (AID 488890); Mycobacterium tuberculosis non-replicating, growth inhibition; higher % means a stronger effect; inhibition, % at 25 µM, or IC50 in µM where a hit was titrated; actives 0.39% (n = 320,000); in the data active = a potency from the dose series; inconclusive = inhibition mostly from about 82% at the one dose, without a potency; inactive = the rest, 99 in 100 with inhibition below about 76%;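 also: plate controls were DMSO cells for no effect and high antibiotic wells for full effect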
VEEV TC-83 Vero 10K pilot screen: second read-out of VEEV TC-83 Vero, no call of its own (marks repeat the call); inhibition, %; measured here: 10K pilot screen inhibition
Starred values were filed as active, the others as inactive; i = inactive; ? = inconclusive; · = not tested or not shown.

The opening 4 entries, ahead of the listing:
SMILES | M. tuberculosis HTS | VEEV TC-83 Vero | PhoP GFP inhibition | influenza NS1A | tuberculosis growth | others
CCc1nnc(NS(=O)(=O)c2ccc(NC(=O)C(c3ccccc3)c3ccccc3)cc2)s1 | 2% | 10% | 2% | 9% | 27%
COc1ccc(C(=O)COC(=O)CCN2C(=O)C3C4CC(C(Br)C4Br)C3C2=O)cc1 (stereo not drawn) | 10% | 5.8% | 5% | 21% | -1%
O=C(NCc1ccccc1Br)C1CCCO1 (stereo not drawn) | 0% | 1.2% | -5% | -9% | 0%
CC(=NO)c1ccc2c(c1)Cc1cc([N+](=O)[O-])ccc1-2 | · | 8.5% | · | 9% | ·

This part in full, previewed entries included:
SMILES | M. tuberculosis HTS | VEEV TC-83 Vero | PhoP GFP inhibition | influenza NS1A | tuberculosis growth | others
CCc1nnc(NS(=O)(=O)c2ccc(NC(=O)C(c3ccccc3)c3ccccc3)cc2)s1 | 2% | 10% | 2% | 9% | 27%
COc1ccc(C(=O)COC(=O)CCN2C(=O)C3C4CC(C(Br)C4Br)C3C2=O)cc1 (stereo not drawn) | 10% | 5.8% | 5% | 21% | -1%
O=C(NCc1ccccc1Br)C1CCCO1 (stereo not drawn) | 0% | 1.2% | -5% | -9% | 0%
CC(=NO)c1ccc2c(c1)Cc1cc([N+](=O)[O-])ccc1-2 | · | 8.5% | · | 9% | ·
C[C@H](NC(=O)OC(C)(C)C)c1nnc(SCC(=O)c2ccc(Cl)cc2)o1 | -7% | 6.3% | 14% | 1% | 53%
O=C(c1cc2cc(Cl)ccc2[nH]1)N1CCCCC1 | 0% | i | -6% | -9% | 27%
O=C(O)C1C2C=CC(C2)C1C(=O)NCc1cccc(Cl)c1 (stereo not drawn) | 7% | 1.3% | 2% | -3% | -12%
O=C(CSc1nnc(-c2ccc(Cl)cc2)n1-c1ccc(Cl)cc1)N/N=C/c1ccco1 | -17% | 8.6% | -12% | -4% | 30%
CC1(NC(=O)CCNC(=O)c2ccc(C(C)(C)C)cc2)CCS(=O)(=O)C1 (stereo not drawn) | 3% | i | · | 1% | 1%
CCc1ccc(OCC(=O)NNC(=O)Cc2c(F)cccc2Cl)cc1 | 6% | 1.7% | -7% | 2% | -11%
CCCNC(=O)C(CC)NC(=O)c1cccc([N+](=O)[O-])c1 (stereo not drawn) | -10% | 0.2% | · | 3% | -6%
O=C(Nc1ccc(Cl)c(S(=O)(=O)N2CCOCC2)c1)c1cn2ccccc2n1 | 1% | 4.3% | -10% | 12% | -27%
CCN(CC)c1ccc(NC(=O)c2ccc(Br)o2)cc1 | 0% | 2.7% | 6% | 11% | 53%
O=C(Nc1nnc(-c2cccs2)o1)c1cccc(F)c1 | ? | 12% | 34µM* | -8% | ·
Cc1ccc2c(N)c(C(=O)N(c3ccccc3)c3ccccc3)sc2n1 | -8% | i | -9% | -12% | 22%
CC(C)(C)C(=O)NC1(C(F)(F)F)NC(=O)N(c2ccccc2F)C1=O (stereo not drawn) | -5% | 1.5% | -5% | 18% | 3%
O=C(NN1C(=O)C2C3C=CC(O3)C2C1=O)c1ccncc1 (stereo not drawn) | ? | 0.1% | 1% | 16% | 54%
COC(=O)c1ccc2c(=O)n(CCN3CCOCC3)c(SCC(=O)Nc3ccc(C)cc3)nc2c1 | 9% | 2.4% | -25% | 3% | 76%
C/C(=N\NC(=O)c1ccc(NS(=O)(=O)c2cccs2)cc1)c1ccc2ccccc2c1 | 4% | 2.1% | 3% | -3% | 40%
COc1cc(CNC(=O)c2cnccn2)cc(OC)c1 | · | 0.4% | · | -1% | ·
Cc1ccc(OCC(=O)Nc2ccc(S(=O)(=O)Nc3ccccn3)cc2)cc1 | -1% | 2.0% | 0% | 6% | -14%
Cc1cc(N2CCCCCC2)nc2ccccc12 | 4% | i | 3% | 3% | 36%
CCOC(=O)C/C(N)=N/NC(=O)c1ccc(Cl)cc1Cl | -6% | 0.5% | 6% | -1% | -13%
O=C(CCCCCl)Nc1c2c(nc3ccccc13)CCC2 | -2% | 0.9% | -5% | 1% | 2%
COc1ccc(CNCCc2ccc3c(c2)OCO3)c(OC)c1OC | 1% | 0.3% | -1% | 0% | 0%

Later entries
SMILES | M. tuberculosis HTS | VEEV TC-83 Vero | PhoP GFP inhibition | influenza NS1A | tuberculosis growth | others
Cn1nnnc1SCC(=O)NCc1ccc2c(c1)OCO2 | -4% | 1.9% | 11% | -5% | -1%
COc1cc(C(=O)Oc2ccc(C(=S)N3CCOCC3)cc2)cc(OC)c1OC | 4% | 1.7% | 6% | -3% | 14%
CC1CCC2(CC1)NC(=O)N(CC(=O)NCc1ccc3c(c1)OCO3)C2=O (stereo not drawn) | -10% | 0.5% | -4% | -4% | 6%
COc1ccc(CNC(=O)c2cnccn2)cc1 | 2% | 1.2% | 7% | 0% | 66%
O=C(Cn1ncc2c1-c1ccccc1OC2)Nc1cccc(Cl)c1 | 12% | 1.4% | -3% | 23% | 1%
COc1ccc(C(C(=O)NCc2ccccc2)N(Cc2ccc3c(c2)OCO3)C(=O)c2cnccn2)cc1 (stereo not drawn) | -1% | 3.9% | -5% | 1% | 22%
O=C(Nc1cccc(C(F)(F)F)c1)c1cccnc1NCCc1ccccc1 | ? | 4.7% | -5% | -6% | 27%
O=C(Cc1ccc(Br)cc1)NCc1ccccc1 | -4% | i | 0% | 21% | 45%
Cc1nnc(NC(=O)C2CCN(c3nnnn3-c3ccccc3)CC2)s1 | 3% | 1.2% | 7% | 0% | 0%
COc1ccc2c(c1)C(=O)C(=O)N2CCS(=O)(=O)c1ccccc1 | -3% | i | 9% | 1% | 4%
COc1cccc(CN2CCN(Cc3ccco3)CC2)c1 | -4% | 0.6% | -3% | -7% | -6%
Cc1ccccc1C(=O)Nc1ccnn1C1CCN(CC2CC=CCC2)CC1 (stereo not drawn) | -9% | i | -2% | 7% | 13%
COc1ccc(NC(=O)c2cccc(N3C(=O)c4cccc([N+](=O)[O-])c4C3=O)c2)cc1 | 7% | 1.9% | -6% | 26% | -8%
CC(C)CCN(C(=O)CCSc1ccc(F)cc1)c1c(N)n(Cc2ccccc2)c(=O)[nH]c1=O | 4% | 6.6% | -8% | 5% | 13%
Cc1ccc(NC(=O)N2CCC(C(=O)c3ccc(F)cc3)CC2)cc1 | -2% | 0.5% | 1% | 3% | 30%
CCCCN1C(=O)C(O)(CC(=O)c2c(C)n[nH]c2C)c2cc(Br)ccc21 (stereo not drawn) | -12% | 2.1% | 1% | -5% | 10%
Cc1nnc(NC(=O)c2ccc3nccnc3c2)s1 | · | 3.2% | · | -1% | ·
COc1ccc(CCNC2CCC(c3ccccc3)CC2)cc1 (stereo not drawn) | 0% | i | -2% | 2% | 29%
COc1ccc(C(=O)CN2C(=O)NC3(CCCCCC3)C2=O)c(OC)c1 | 5% | 0.9% | 12% | -9% | -7%
COc1cc(C)c(C(C)C)cc1S(=O)(=O)NC1CC(C)(C)NC(C)(C)C1 | -5% | i | 0% | -26% | 23%
Cc1ccc(NC(=O)C(=Cc2ccc(C(=O)O)cc2)C(=O)Nc2ccc(C)cc2C)c(C)c1 | 7% | 20µM* | 6% | 19% | 58%
Cc1ccccc1-c1nc(-c2ccc(Br)o2)no1 | 1% | i | -1% | -6% | 14%
COc1ccccc1CN1CCNC(=O)C1CC(=O)N(C)CC1CCOCC1 (stereo not drawn) | -3% | 1.2% | -1% | -2% | -6%
Cc1cc2cc(CNC(=O)c3ccc(Br)o3)ccc2[nH]1 | 12% | 1.1% | 6% | 20% | 72%
Cc1cccc(NC(=S)NNC(=O)c2cccc([N+](=O)[O-])c2)c1 | 0% | 3.5% | 8% | 2% | 15%

(listing goes on)
SMILES | M. tuberculosis HTS | VEEV TC-83 Vero | PhoP GFP inhibition | influenza NS1A | tuberculosis growth | others
CN(C)S(=O)(=O)c1cccc(NC(=S)N/N=C/C(c2ccccc2)c2ccccc2)c1 | 4% | 0.3% | 7% | -5% | 5%
O=C(NCc1ccccc1)c1onc(CSc2ccc(F)c(F)c2)c1C(=O)NCc1ccccc1 | -4% | 1.8% | 0% | -1% | 1%
Cc1cc(C)cc(N(CC(=O)NC2CCC(C)CC2)S(=O)(=O)c2c(C)[nH]c(=O)[nH]c2=O)c1 (stereo not drawn) | -2% | 3.4% | -1% | 3% | 27%
COc1cc(C(O)P(=O)(OC(C)C)OC(C)C)cc(OC)c1OC (stereo not drawn) | -8% | 0.2% | 11% | -5% | 2%
CCC(=O)c1cn(CC(=O)Nc2cccc(C)c2)c2ccccc12 | -10% | 0.7% | -5% | 0% | -9%
COc1nc(NCC(C)C)nc(Oc2ccc(=O)n(-c3ccccc3)n2)n1 | 1% | 2.2% | -6% | 3% | 10% | VEEV TC-83 Vero 10K pilot screen=1.6
Cc1nn(CC(=O)Nc2ccc(C(=O)N3CCCC3)cc2)c(=O)c2ccccc12 | -8% | 6.3% | -5% | 0% | -9%
COc1ccc(NC(=O)c2cnc3ccccn3c2=O)c(OC)c1 | · | 2.2% | · | 3% | ·
Cc1cccn2cc(CNc3ccccc3)nc12 | -9% | 0.4% | 6% | -2% | -1%
NS(=O)(=O)c1ccc(CNC(=O)c2csc3c2CCCC3)cc1 | 10% | 1.6% | 5% | -19% | -9%
CCNc1nc(NC(C)C)nc(SCCOc2ccc(C)cc2)n1 | 35% | 5.5% | 3% | 6% | ·
CC1(C)OC(=O)C(=CNC(CCC(N)=O)C(=O)O)C(=O)O1 (stereo not drawn) | 9% | 1.0% | -3% | 15% | 2%
CCOC(=O)Cc1csc(NC(=O)CSc2nnc(-n3nc(C)cc3C)c3ccccc23)n1 | -2% | 6.2% | 4% | 6% | 25% | VEEV TC-83 Vero 10K pilot screen=4.9
CC(=O)c1cn(C)c(=O)c2ccccc12 | -6% | 1.2% | 5% | · | -18%
CN1CCN(CC2(O)CCN(S(=O)(=O)c3ccc(Cl)cc3)CC2)CC1 | -3% | 0.2% | -5% | -4% | -8%
O=C(N/C(=C/c1cccs1)C(=O)N1CCCC1)c1ccccc1 | -1% | 0.9% | 2% | -1% | 25%
O=C1C2CCCN2C(c2ccco2)N1c1ccc(F)cc1 (stereo not drawn) | -6% | i | 6% | -7% | -7%
CN(C)Cc1cc(O)c(CN(C)C)cc1O | 0% | 3.3% | 1% | -15% | 0%
COC(=O)c1ccc(N2C(=O)CC(N3CCN(C(=O)c4ccco4)CC3)C2=O)cc1 (stereo not drawn) | -5% | 1.2% | -5% | -5% | -9%
O=C(CN(C(=O)CCC(=O)Nc1nccs1)c1ccccc1F)NCc1ccc(F)cc1 | 10% | 0.7% | 7% | 8% | 0%
C[C@@H]1CN([C@@H](C)CO)C(=O)c2cc(NC(=O)CCN3CCOCC3)ccc2O[C@@H]1CN(C)C(=O)Nc1ccccc1 | -5% | 2.2% | · | 3% | -1%
COc1ccc(C(=O)Nn2c(SCC(=O)NC3CCCCC3)nc3ccccc3c2=O)cc1 | 0% | 2.4% | -10% | -4% | 7%
N#Cc1c2ccc(OCC(N)=O)cc2n2ccccc12 | -4% | 5.0% | -7% | -10% | 34%
COc1ccccc1N1CCN(C(=O)CCNS(=O)(=O)c2cc(Br)cnc2N)CC1 | -4% | 0.7% | 0% | -8% | 7%
O=C(O)c1ccccc1C=NNc1ccccn1 | · | 2.3% | · | 0% | ·

Going on with the list:
SMILES | M. tuberculosis HTS | VEEV TC-83 Vero | PhoP GFP inhibition | influenza NS1A | tuberculosis growth | others
CN1C(=O)C(=O)/C(=C(/O)c2ccccc2)C1c1ccc([N+](=O)[O-])cc1 (stereo not drawn) | 10% | 1.2% | -8% | 18% | -20%
Cc1ccc(C(=O)NC2(C(F)(F)F)NC(=O)N(c3ccc(Cl)cc3)C2=O)cc1 (stereo not drawn) | 6% | 0.8% | -7% | -6% | 24%
COC(=O)c1ccc2nc(NC(=O)CSCC(=O)OCC(=O)c3ccccc3)sc2c1 | 3% | i | -8% | 2% | 31%
COC(c1ccccc1)c1c(-c2ccccc2)nn(C)c1Cl (stereo not drawn) | -13% | i | 2% | 4% | -12%
CCCCn1c(N(CCOC(C)=O)C(C)=O)nc2ccccc21 | -7% | 0.0% | 3% | 5% | -7%
Cc1cc(N2CCC(C)CC2)c(F)cc1[N+](=O)[O-] | 4% | 1.6% | -8% | 5% | 26%

In the list so far, these contain a tert-butyl group:
SMILES | M. tuberculosis HTS | VEEV TC-83 Vero | PhoP GFP inhibition | influenza NS1A | tuberculosis growth | others
C[C@H](NC(=O)OC(C)(C)C)c1nnc(SCC(=O)c2ccc(Cl)cc2)o1 | -7% | 6.3% | 14% | 1% | 53%
CC1(NC(=O)CCNC(=O)c2ccc(C(C)(C)C)cc2)CCS(=O)(=O)C1 (stereo not drawn) | 3% | i | · | 1% | 1%
CC(C)(C)C(=O)NC1(C(F)(F)F)NC(=O)N(c2ccccc2F)C1=O (stereo not drawn) | -5% | 1.5% | -5% | 18% | 3%
